# HEK293 tox: cytotoxic in the GLP-1 receptor inverse agonist counter-screen | HEK293 cAMP-luciferase reporter cells, luminescence, 24 h | Potency, µM (top dose mostly 38.3 µM), without a hit: at the highest dose activity change, negative = inhibition, usual class: inhibitors | actives 0.13% (n = 410,000);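 note: loss of luciferase light is scored as toxicity; potency is the fitted concentration of half-maximal effect; % is set by controls: 0 for no effect and ±100 for the full control effect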
#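 1536-well qHTS counterscreen of the MLSMR; 200 cells/uL, 12 h pre-incubation, 23 nL cpd, 24 h at 37 deg C 5% CO2, luciferase detection reagent, 12 min RT, luminescence. Inhibition = undesired.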
# PTHR1 agonist: agonists of human PTHR1 parathyroid hormone receptor. Q03431. HEK293 GP2 PTHR1 cells, GloSensor cAMP luminescence, 1 h. Potency, µM (doses to about 115 µM), for the others: at the highest dose activation, most hits filed as activators. actives 0.075% (n = 410,000); note: potency is the fitted concentration of half-maximal effect; nearly all actives have a fitted effect of over 55% in size; some results filed as inactive show a strong effect at the top dose; inactives centre near -15; many of its hits are not listed in these tables
# Target sequence (Q03431 whole entry, looked up): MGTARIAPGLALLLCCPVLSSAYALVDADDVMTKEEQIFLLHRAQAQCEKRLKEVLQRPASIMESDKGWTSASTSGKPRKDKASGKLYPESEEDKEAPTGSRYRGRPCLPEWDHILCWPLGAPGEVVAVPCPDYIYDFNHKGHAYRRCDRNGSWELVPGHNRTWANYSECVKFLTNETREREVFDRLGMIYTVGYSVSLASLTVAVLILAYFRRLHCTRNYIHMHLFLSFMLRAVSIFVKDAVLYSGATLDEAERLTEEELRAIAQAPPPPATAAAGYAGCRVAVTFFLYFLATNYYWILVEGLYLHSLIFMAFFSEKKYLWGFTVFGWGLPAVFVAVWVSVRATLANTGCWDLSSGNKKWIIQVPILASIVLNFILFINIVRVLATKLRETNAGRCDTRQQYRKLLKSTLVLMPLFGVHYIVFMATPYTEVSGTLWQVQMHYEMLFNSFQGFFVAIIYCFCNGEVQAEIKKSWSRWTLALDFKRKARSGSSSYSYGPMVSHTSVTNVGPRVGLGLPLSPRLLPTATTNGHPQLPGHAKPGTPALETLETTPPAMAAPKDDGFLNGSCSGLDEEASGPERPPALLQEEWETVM
#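 HEK-293-derived GP2 cells expressing PTHR1 and a GloSensor cAMP reporter, 3,000/well, plated overnight, given luciferin plus IBMX (each 0.5 mM as added) for 1 h at 37 °C, then compound for 1 h at 37 °C. Luminescence was read after 15 min at room temperature.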
# aSyn yeast inh: alpha-synuclein toxicity inhibition in yeast; Yeast expressing alpha-synuclein, growth rescue, BacTiter-Glo, 24 h; Potency, µM (series often up to 46.1 µM), without a hit: at the top dose growth rescue (activation), actives largely listed as activators; actives 0.14% (n = 370,000); note: potency is the fitted concentration of half-maximal effect; % of control where 0% means no effect; nearly all actives have a fitted effect of over 65% in size
#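 Readout is rescue of growth in alpha-synuclein-expressing yeast, so inhibitors of toxicity appear as activators. Growth after 24 hr at 30 deg C in galactose medium is quantified by luminescence.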
# Abeta yeast res: A-beta toxicity reversal in yeast; yeast expressing A-beta42, growth rescue, OD600, 48 h; response scale: 0% DMSO, 100% iron-clioquinol control; Potency, µM (highest dose often 46.1 µM), for inactives: at the highest dose growth rescue, actives largely listed as activators; actives 0.063% (n = 410,000); note: potency is the fitted concentration of half-maximal effect; nearly all actives have a fitted effect of over 55% in size
#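 Yeast growth medium received pinned compounds, then yeast cells expressing toxic A-beta were added; plates incubated at 30 C for 48 hr. Growth read as absorbance at 600 nm, normalized to DMSO and equimolar FeCl3 plus clioquinol controls.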
# GLP1R inv ag: inverse agonists of human GLP-1 receptor | AID 624417 | actives 1.6% (n = 410,000) | HEK293 GLP-1R CRE-luciferase, luminescence, 24 h; GLP-1R form is constitutively active | Potency, µM (doses to about 38.3 µM), without a hit: at the top dose activity change, negative = inhibition, hits mostly inhibitors; note: potency is the fitted concentration of half-maximal effect; % is set by controls: 0 for no effect and ±100 for the full control effect; nearly all actives have a fitted effect of over 55% in size
# Target sequence (P43220 whole entry, looked up): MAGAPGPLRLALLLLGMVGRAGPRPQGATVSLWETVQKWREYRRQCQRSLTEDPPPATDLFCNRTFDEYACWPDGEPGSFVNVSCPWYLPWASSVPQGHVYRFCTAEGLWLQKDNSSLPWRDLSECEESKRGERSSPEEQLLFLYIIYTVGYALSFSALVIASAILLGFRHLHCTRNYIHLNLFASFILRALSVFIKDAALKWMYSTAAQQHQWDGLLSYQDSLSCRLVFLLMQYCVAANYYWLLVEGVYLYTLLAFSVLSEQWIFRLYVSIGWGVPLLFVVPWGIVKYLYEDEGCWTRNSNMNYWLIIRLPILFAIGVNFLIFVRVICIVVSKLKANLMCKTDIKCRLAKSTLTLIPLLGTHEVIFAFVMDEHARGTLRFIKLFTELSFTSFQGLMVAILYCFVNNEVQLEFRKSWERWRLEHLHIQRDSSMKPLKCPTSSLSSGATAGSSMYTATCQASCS
#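 Readout was luciferase luminescence, measured 12 min after detection reagent at room temperature. Beforehand, GLP-1R reporter HEK293 cells had sat 12 h, then received compounds for 24 hr at 37 deg C.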
# Akt phos inh: Akt phosphorylation inhibition; AID 651550; actives 0.32% (n = 360,000); activity change, % for hits at 50 µM; Neuro2A IGF-stimulated pAkt S473 HTRF, 20 min; active compounds read low; in the data active = activity change below about -80%; inconclusive = mostly about -51% to -80%; note: % is set by controls: 0 for no effect and ±100 for the full control effect
#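 Single-point screen (50 µM final compound) in Neuro2A cells stimulated 20 min with 6 nM IGF at 37 deg C. After lysis, Ser473-phosphorylated Akt read by HTRF (ex 330 nm, em 615/665 nm) as the 665/615 ratio.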
# FUS yeast rescue: suppressors of FUS proteinopathy in yeast; AID 1347120; S. cerevisiae FUS-expressing, growth rescue, OD600, 24 h; Potency, µM (series often up to 76.6 µM), without a hit: top-dose growth rescue (activation), hits mostly activators; actives 0.24% (n = 390,000);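 note: potency is the fitted concentration of half-maximal effect; plate controls were DMSO vehicle for no effect and reference control for full effect; nearly all actives have a fitted effect of over 55% in size; some results filed as inactive show a strong effect at the top dose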
#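 Cultures pregrown in 2.5% raffinose medium are shifted to minimal medium containing 2% galactose to express toxic FUS. Compounds are tested at several concentrations. After 24hr at 30C, growth is quantified at 600 nm absorbance.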
# TDP-43 yeast inh: rescues yeast growth from TDP-43 toxicity. Potency, µM (doses to about 46.1 µM), inactives show at the highest dose growth rescue (activation), actives largely listed as activators. TDP-43 expressing yeast growth rescue, BacTiter-Glo, 24 h. actives 1.8% (n = 410,000); note: potency is the fitted concentration of half-maximal effect; % of control where 0% means no effect; nearly all actives have a fitted effect of over 50% in size
#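 Luminescence from BacTiter-Glo reports growth of TDP-43-expressing yeast after 24 hr at 30 deg C with compound. Cells were raffinose-pregrown to mid-log, then seeded in galactose medium at OD600=0.02.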
# MmCpn inh: M. maripaludis TRiC chaperonin inhibition. AID 504842. actives 0.031% (n = 330,000). Potency, µM (highest dose often 76.9 µM), for the others: top-dose activity, negative = inhibition, hits mostly inhibitors. purified Mm-Cpn ATPase, ADP Transcreener TR-FRET; note: potency is the fitted concentration of half-maximal effect; % is set by controls: 0 for no effect and ±100 for the full control effect; nearly all actives have a fitted effect of over 80% in size
#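 Purified archaeal Mm-CPN (25nM final) preincubated 10 min at 37degC with compound, then 10uM ATP for 30 min at 37degC; ADP measured by HTRF Transcreener TR-FRET; buffer 30 mM TRIS pH 7.4, 100mM KCl, 5mM MgCl2, 1mM DTT.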
# Numbers without * were called inactive; i = inactive; ? = inconclusive; · = not tested or not shown; [ ] = another dose, or the depositor's remark. Unless noted, calls come from the whole dose curve; as a rule, active = well fitted curve in the direction sought with a large enough effect; inconclusive = small, poorly fitted or top-dose-only effect, or another doubt; inactive = no such curve, though single readings can be large; an effect the other way counts as inactive or inconclusive. An excerpt; count on the stated rates, not on these rows.
# Each structure is followed by: HEK293 tox	PTHR1 agonist	aSyn yeast inh	Abeta yeast res	GLP1R inv ag	Akt phos inh	FUS yeast rescue	TDP-43 yeast inh	MmCpn inh
Cc1nnc(NC(=O)c2cccc(S(=O)(=O)N(C)c3cccc(Cl)c3)c2)s1
 : -10%	-62%[inhibitor]	-1%	1%	-1%	i	-12%	17%	-2%
O=C(CSc1nc2ccccc2c(=O)[nH]1)Nc1ccc(C(=O)O)cc1
 : 13%	-10%	-12%	-8%	11%	i	18%	-2%	0%
CCCCC(CC)CNC(=O)c1ccc2c(=O)n(CCOC)c(=O)[nH]c2c1 (stereo unspecified)
 : 1%	i	-9%	-2%	?	·	8%	0%	·
COc1ccc(S(=O)(=O)NC2CCCC2)cc1Br
 : 9%	-38%[inhibitor][57.5 µM]	-3%	5%	?	i	6%	4%	2%
CN=C(c1ccco1)n1c(=S)nc(-c2ccco2)n(C)c1=S
 : -16%	-13%	-2%	-10%	8%	i	23%	7%	-13%
CC(C)CC(OC(=O)c1ccco1)C(=O)NC1CCCC1 (stereo unspecified)
 : 7%	-23%	-3%	-6%	-20%	i	13%	-14%	1%
CC(=O)Nc1ccc(S(=O)(=O)N2CCNC(=O)C2)cc1
 : 1%	-26%	5%	6%	5%	i	-7%	6%	0%
CN(C)/C=C/C(=O)c1ccc(F)cc1
 : -2%	i	-24%	-49%[inhibitor]	0%	i	13%	-75%[inhibitor]	1%
CCNC(=S)N/N=C(\C)c1cccc(OC)c1
 : -5%	-24%	-11%	11%	-6%	i	-36%	3%	-4%
S=C(N/N=C/c1ccc(Br)cc1)N1CCCCC1
 : 3%	-23%	-15%	?	4%	i	7%	?	-3%
Cc1ccc(C2(CC(=O)Nc3nccs3)CCOC(C(C)C)C2)cc1 (stereo unspecified)
 : -10%	-16%	-4%	-16%	6%	i	·	5%	-2%
CC1(C)Oc2ccc3ccc(=O)oc3c2/C(=C/Nc2ccccn2)C1=O
 : 8%	-7%[57.5 µM]	-4%	15%	0%	·	8%	-12%	0%
CC(=O)n1cc(N(C(=O)CCl)c2ccc([N+](=O)[O-])cc2)c2ccccc21
 : ?	-24%	9%	-4%	?	i	11%	-13%[1.82 µM]	-3%
O=C(Nc1ccc2c(c1)CCC2)c1ccc(F)c(S(=O)(=O)N2CCOCC2)c1
 : 0%	-25%	-4%	-5%	?	i	·	-6%	-1%
CCCCn1c(=O)[nH]c(=O)c2c1nc(-c1cccc(OC)c1)n2C
 : 8%	?	-1%	-11%	8%	i	-118%[inhibitor]	-20%	-9%
COc1ccc(NC(=O)C2CC(c3ccc(Cl)cc3)=NO2)cc1OC (stereo unspecified)
 : -21%	-11%	11%	5%	-15%	i	23%	·	1%
COc1ccccc1C(=O)OC(C)CN1CCN(C)CC1 (stereo unspecified)
 : 1%	-23%	-8%	-18%	22%	i	-17%	-7%	-4%
O=C(COc1ccccc1)Nc1ccc2nc(SCCOc3ccccc3)sc2c1
 : 1%	-2%	·	-14%	1%	·	0%	4%	·
O=C(NCCC1=CCCCC1)C(=O)NCCc1ccc(Cl)cc1
 : -22%	i	-2%	2%	-6%	i	-12%	-3%	0%
Cc1cc2nc(-c3ccc4c(c3)CCC4)ccn2n1
 : 32%[activator]	-34%[inhibitor]	22%	32%	-11%	i	12%	·	-1%
C=CCn1c(SCC(=O)N2N=C(c3ccco3)CC2c2ccco2)nnc1-c1ccncc1 (stereo unspecified)
 : -16%	i	-1%	-5%	2%	i	·	15%	2%
O=C1CN(C(=O)NCC(=O)N[C@@H](C(=O)O)c2ccccc2)c2ccccc2N1
 : -17%	i	2%	-11%	3%	·	-22%	8%	1%
CCC(C)n1c(=O)c(C(=O)Nc2ccccc2S(N)(=O)=O)c(O)c2ccccc21 (stereo unspecified)
 : -11%	i	-9%	-19%	?	i	23%	12%	-29%
Cc1ccc(Cn2c(C3CCCN3c3nc(C)cs3)nc3cc(C(=O)NCCCO)ccc32)cc1 (stereo unspecified)
 : -13%	-1%	-4%	-7%	3%	i	1%	21%	·
COc1ccc(OC(=O)c2nc(SCc3ccc(F)cc3)ncc2Cl)cc1
 : 1%	-9%	·	15%	6%	·	7%	14%	·
CCOC(=O)N/N=C1\CC(C)S(=O)(=O)c2ccc(Cl)cc21 (stereo unspecified)
 : 3%	i	-7%	16%	6%	i	3%	-7%	0%
COC(=O)Nc1ccc(S(=O)(=O)N(C)C)cc1
 : -3%	-10%[57.5 µM]	3%	10%	2%	i	3%	-7%	·
COc1ccccc1N(CC(O)Cn1c(C)nc2ccccc21)S(=O)(=O)c1ccccc1 (stereo unspecified)
 : 1%	i	-8%	-6%	4%	i	·	10%	1%
N#CC1c2ccccc2C=CN1C(=O)c1ccccc1 (stereo unspecified)
 : -7%	-1%	7%	18%	-28%	i	0%	?	1%
CCCCCNC(=O)c1cccc(S(=O)(=O)N2CC3(C)CC2CC(C)(C)C3)c1 (stereo unspecified)
 : -10%	-19%	-6%	11%	6.3µM*	i	25%	24%	?
Cc1cc(C)c2c(CC(=O)O)coc2c1
 : 8%	i	22%	16%	-8%	i	-12%	13µM*	1%
COc1ccc(NC(=O)C2(c3ccc(NC(=O)c4ccc(OC)cc4)cc3)CCCC2)cc1
 : 3%	-21%	-5%	3%	21%	i	·	0%	-3%
CC(=O)c1cccc(NC(=O)c2cc(S(=O)(=O)N3CCOCC3)cs2)c1
 : 43%[activator]	-94%	-5%	0%	395%[activator]	i	·	16%	-1%
CC(=O)Nc1ccc(SCC(=O)NC(=O)c2ccccc2Br)cc1
 : 19%	21%	-1%	-13%	19%	i	·	12%	-2%
CCOC(=O)Cc1csc(NC(=O)c2ccc(C)cc2)n1
 : 6%	-43%[inhibitor]	-7%	2%	7%	i	-5%	14%	-4%
Cc1cccc(N2CCN(C(=O)CN3C(=O)COc4ccc(S(=O)(=O)N5CCCCCC5)cc43)CC2)c1C
 : 9%	-3%	·	2%	17%	·	-4%	-14%	·
Cc1nnsc1NC(=O)OCCCl
 : 1%	i	-13%	9%	-5%	i	-16%	9%	1%
CCOc1ccc(C2=C(C(=O)CC)Sc3nncn3N2C(=O)CC)cc1
 : -25%	-5%	·	-30%	?	·	36%	20µM*	·
CCOC(=O)c1ccc(N2CCN(C(C)=O)CC2)c(NC(=O)c2cccnc2)c1
 : -7%	?	-9%	-2%	-20%	i	-8%	-20%	1%
Cc1ccc(C)c(N2N=C(C(=O)Nc3cccnc3)CCC2=O)c1
 : 1%	i	0%	-5%	0%	i	0%	20%	-4%
Cc1cccn2c(=O)c(C=NCc3ccccc3)c(NCCO)nc12
 : 4%	?	0%	-11%	48%[activator]	i	-15%	-19%	0%
Cc1ccc(Cl)cc1NS(=O)(=O)c1ccc(-n2cccn2)cc1
 : 3%	i	2%	0%	?	i	-2%	10%	2%
C=CCn1c(C)c(C(C)=O)c(SC)nc1=S
 : 6%	i	-11%	-5%	34%	i	14%	10%	0%
COc1ccccc1NC(=O)C1=C(C)Nc2nc(-c3cccs3)nn2C1c1cccc(O)c1 (stereo unspecified)
 : -20%	i	4%	10%	-9%	i	·	6%	1%
Cc1ccccc1/C(N)=N/OC(=O)/C=C/c1ccccc1
 : -9%	-17%[57.5 µM]	-54%[inhibitor]	12%	-1%	i	12%	?	-2%
Cc1ccc(NC(=O)Cn2c(=O)n(CC3CCCO3)c(=O)c3ccccc32)cc1 (stereo unspecified)
 : 1%	-17%	·	2%	12%	·	-7%	29%	·
Cc1ccc(NC(=O)C2(C)CCN2Cc2ccc(OC(C)C)cc2)cc1 (stereo unspecified)
 : 0%	-17%	3%	-13%	-28%	i	-15%	13%	·
CCOC(=O)c1sc(NC(=S)NC(=O)C2CC2)cc1C
 : 2%[1.53 µM]	i	-2%	-3%	11%	i	12%	12%	-3%
O=C(COC(=O)C12CC3CC(CC(C3)C1)C2)Nc1nccs1
 : 15%	?	-8%	-11%	2%	i	2%	5%	4%
O=C(NC(Cc1ccccc1)C(=O)Oc1ccc2c(C(F)(F)F)cc(=O)oc2c1)OCc1ccccc1 (stereo unspecified)
 : ·	-34%[inhibitor]	-5%	9%	-12%	i	·	6%	-9%
CCOc1cc(NC(=S)NCc2ccco2)c(OCC)cc1NC(=O)c1ccco1
 : 1%	i	5%	4%	32%[activator]	i	29%	-6%[0.397 µM]	-1%
CC(C)C(CC(=O)N1CCCCC1)C1CCOC(C)(C)C1 (stereo unspecified)
 : 5%	-25%[57.5 µM]	5%	0%	3%	i	12%	0%	-9%
O=C(COC(=O)c1cc([N+](=O)[O-])ccc1N1CCOCC1)Nc1ncc(Cl)cc1Cl
 : -1%	-5%	7%	-5%	102%[activator]	i	18%	-11%	-2%
Cc1cccc(C(=O)N[C@H](C(=O)Nc2nc(C)cs2)C(C)C)c1
 : -13%	i	3%	8%	-19%	i	-3%	10%	0%
CC1(C)CC(=O)N(Cc2ccccc2)C(=O)C1
 : -12%	-8%	8%	1%	-4%	i	-17%	4%[0.397 µM]	-1%

# One compound at a time (already shown). Values in the order: HEK293 tox	PTHR1 agonist	aSyn yeast inh	Abeta yeast res	GLP1R inv ag	Akt phos inh	FUS yeast rescue	TDP-43 yeast inh	MmCpn inh
# Results for Cc1ccccc1/C(N)=N/OC(=O)/C=C/c1ccccc1 → -9%	-17%[57.5 µM]	-54%[inhibitor]	12%	-1%	i	12%	?	-2%
# Results for CC1(C)CC(=O)N(Cc2ccccc2)C(=O)C1 → -12%	-8%	8%	1%	-4%	i	-17%	4%[0.397 µM]	-1%
